Screening data as filed in PubChem.
BCLXL inh: Bcl-xL (human) inhibition; Q07817; GST-Bcl-xL / FITC-Bim BH3 peptide fluorescence polarization; inhibition, % at 10.9 µM; 0.7% of 320,000 active;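 active = inhibition above the mean of all tested compounds plus 3 SD, cutoff set per campaign, cut at about 30% in these data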;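 also: 0% = DMSO wells and 100% = unlabeled Bim-BH3 peptide competitor; inhibitors lower millipolarization by displacing the labeled peptide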
Efflux pump inh: antifungal efflux pump inhibition, Nile Red retention; 0.44% of 330,000 active; inhibition, % at 10 µM; S. cerevisiae Candida pump triplex;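 active = plate passing quality check with inhibition over a set limit, or well fluorescence over plate mean plus 4 SD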;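 also: Nile Red retained in pooled yeast measured as flow cytometry median fluorescence; 0% = buffer negative control and 100% = Enniatin B positive control; higher means more Nile Red kept so more efflux inhibition; some compounds called inactive have numbers as strong as hits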
Fam108B counter: blocks mouse Fam108B hydrolase in RBBP9 counter-screen | 0.33% of 300,000 active | inhibition, % at 9.51 µM | recombinant Fam108B, FP-Rh probe fluorescence polarization;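 active = inhibition above the screen mean inhibition plus 3 SD, computed separately per campaign, cut at about 18% in these data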;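 also: inhibitors lower polarization as less probe binds the enzyme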
MCL1 BIM primary: inhibitors of human MCL1 binding to BIM-BH3 peptide; AID 2057; 0.68% of 320,000 active; GST-MCL1 / FITC-Bim-BH3 fluorescence polarization; inhibition, % at 10.9 µM; Q07820;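 active = inhibition above the mean inhibition of all tested compounds plus 3 SD, set per campaign, cut at about 40% in these data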;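 also: 0% = DMSO wells and 100% = unlabeled Bim-BH3 peptide control; higher means more loss of mP so more displacement of Bim peptide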
PME-1 primary: blocks human protein phosphatase methylesterase 1. 0.53% of 320,000 active. inhibition, % at 5.9 µM. AID 2130. recombinant PME-1, FP-Rh probe fluorescence polarization. Q9Y570;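 active = inhibition above the campaign mean of all compounds plus 3 SD, cut at about 26% in these data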;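 also: competitive labeling of PME-1 active site by serine hydrolase directed probe; 0% = PME-1 with DMSO and 100% = wells lacking PME-1 enzyme; inhibitors block probe labeling so polarization falls and inhibition rises; many of its hits are not listed in these tables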
VLA-4 inh: inhibition in a human VLA-4 binding assay; AID 2557; inhibition, % (about 7 µM as worked out from the volumes in the protocol); VLA-4 expressing cells, ligand binding flow cytometry; 0.2% of 330,000 active; P13612; in the data active = inhibition above about 50%
GRK2 inh: human GRK2 inhibition via aptamer displacement | P25098 | bead flow cytometry, FAM-aptamer displacement from GRK2 | inhibition of aptamer binding, % at 10 µM | 0.59% of 330,000 active;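 active = inhibition of aptamer binding above 40%, roughly 3 SD of noise, on plates passing a quality check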;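 also: median bead fluorescence of bound FAM aptamer so fluorescent compounds give negative values; no value below 0 was filed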
MEX-5 binding: C. elegans MEX-5 TCR-2 RNA binding activity. activity score (negative = inhibition of binding), % at 10 µM. Q9XUB2. AID 1832. 0.38% of 300,000 active. MEX-5/FITC-TCR2 RNA binding, fluorescence polarization; hits give low values;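 active = inhibition past about -25% in most replicates, and total fluorescence under double the plate's negative control median, limit read from the data; inconclusive = replicates evenly split on the limit, or fluorescence at least double controls; inactive = too little inhibition in most replicates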;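 also: 0% = DMSO and -100% = 5 µM competing unlabeled TCR2 RNA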
Target sequence (Q9XUB2 whole entry, looked up): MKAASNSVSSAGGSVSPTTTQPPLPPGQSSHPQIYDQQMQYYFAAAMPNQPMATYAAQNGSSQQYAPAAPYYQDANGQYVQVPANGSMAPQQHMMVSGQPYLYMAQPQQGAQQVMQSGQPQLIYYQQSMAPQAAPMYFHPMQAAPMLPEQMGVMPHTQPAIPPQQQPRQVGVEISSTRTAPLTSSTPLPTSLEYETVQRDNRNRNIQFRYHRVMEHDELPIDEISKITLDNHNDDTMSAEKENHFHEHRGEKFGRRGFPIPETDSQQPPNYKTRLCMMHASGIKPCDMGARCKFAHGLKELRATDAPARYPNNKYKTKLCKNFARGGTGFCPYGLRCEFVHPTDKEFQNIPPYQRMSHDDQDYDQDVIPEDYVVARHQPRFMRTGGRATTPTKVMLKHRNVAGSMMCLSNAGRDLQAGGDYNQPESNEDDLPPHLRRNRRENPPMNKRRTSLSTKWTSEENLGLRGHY
GLD-1 TGE inh: GLD-1-TGE RNA interaction inhibition (C. elegans); Q17339; purified GLD-1 + fluorescein TGE RNA, fluorescence polarization; inhibition, % at 5.96 µM; 0.44% of 320,000 active; AID 2280;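 active = percent inhibition above a per-plate cutoff, the plate mean of test compounds plus 3 SD, cut at about 30% in these data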;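 also: 0% = DMSO wells with GLD-1 and probe and 100% = wells lacking GLD-1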
Target sequence (Q17339 whole entry, looked up): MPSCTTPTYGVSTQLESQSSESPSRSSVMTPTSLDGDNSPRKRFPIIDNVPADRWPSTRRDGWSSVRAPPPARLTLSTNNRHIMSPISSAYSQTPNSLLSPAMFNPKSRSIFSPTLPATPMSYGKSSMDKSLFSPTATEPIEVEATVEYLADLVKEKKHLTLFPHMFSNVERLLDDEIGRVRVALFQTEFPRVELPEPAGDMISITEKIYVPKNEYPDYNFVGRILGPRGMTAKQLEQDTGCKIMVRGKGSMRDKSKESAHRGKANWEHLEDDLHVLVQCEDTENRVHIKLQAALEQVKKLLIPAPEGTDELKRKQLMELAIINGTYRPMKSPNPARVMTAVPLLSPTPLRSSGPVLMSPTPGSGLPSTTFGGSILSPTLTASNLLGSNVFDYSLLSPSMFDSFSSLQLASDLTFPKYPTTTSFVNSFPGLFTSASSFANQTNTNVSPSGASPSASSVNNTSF
* = called active by the depositor; ? = inconclusive; / = not tested or not shown. The list is partial (hit frequency here may not be typical).

SMILES	BCLXL inh	Efflux pump inh	Fam108B counter	MCL1 BIM primary	PME-1 primary	VLA-4 inh	GRK2 inh	MEX-5 binding	GLD-1 TGE inh
Cc1ccccc1N(CC(=O)NCc1ccc2c(c1)OCO2)C(=O)CCC(=O)Nc1ccccn1	4	0.2	-3	-1	1	6	1	1.2	4
CCOC(=O)[C@H]1[C@H]2COc3ccccc3[C@@H]2N2C(=O)c3cc(OC)c(OC)cc3NC(=O)[C@@]12C	-1	/	-3	-7	-1	/	/	/	10
COc1ccccc1-c1nnc(SCC(=O)Nc2cc(C)on2)o1	7	0.1	-2	14	3	9	2	3.3	-2
Cn1c(=O)n(Cc2ccccc2F)c(=O)c2c1nc1n2CCCN1CCc1ccccc1	3	0.0	1	0	4	5	0	0.5	6
Cc1cc(C)c(NC(=O)COC(=O)c2ccncc2)c(C)c1	/	-0.1	/	/	/	-16	4	/	-1
O=C1NC(=O)c2cc(NC(=O)C3CCCCC3)ccc21	9	-0.1	0	11	-6	-2	100*	-0.2	-3
Cc1nn(C)cc1/C=N/NC(=O)Cn1nnc(N)n1	-1	-0.1	0	-6	-6	25	0	0.8	3
CN1CCN(C(=O)CCN2C(=O)S/C(=C/c3ccc(Cl)cc3)C2=O)CC1	-1	0.0	-1	4	-2	20	0	1.5	6
CCC(=O)c1cn(CC(=O)Nc2ccc(C)cc2C)c2ccccc12	5	0.0	-5	1	7	-1	0	-0.9	0
CSc1nc2sc3c(c2c(=O)n1C)CCC3	0	0.2	-6	0	-3	0	1	-2.4	-7
O=C(N/N=C1\SCC(=O)N1CCc1ccccc1)c1cccs1	0	0.0	0	-8	-1	6	4	1.8	-5
Nc1cc(=O)[nH]c(SCC(=O)Nc2cc(Cl)cc(Cl)c2)n1	8	0.0	-2	10	-1	5	2	-0.7	8
Cc1ccc(-n2c(CNc3ccc(F)cc3)nnc2SCC(=O)NCc2ccco2)cc1	1	-0.2	3	-2	3	0	2	0.6	2
O=[N+]([O-])c1ccc(CS(=O)(=O)c2ccc(Cl)cc2)cc1	/	0.1	/	/	/	5	0	0.9	/
COCCNC(=O)/C(C#N)=C/c1c(N2CC(C)OC(C)C2)nc2ccccn2c1=O (stereo not given)	-3	0.0	4	1	-1	10	0	1.7	1
O=c1[nH]nc(CNc2ccc(OC(F)(F)F)cc2)c2ccccc12	2	0.1	2	-1	1	6	1	-2.5	9
O=C(COC(=O)c1ccc(Cl)nc1)NC1CCCc2ccccc21 (stereo not given)	/	0.1	/	/	/	9	6	/	4
CCCCn1c(N)c(N(Cc2ccccc2OC)C(=O)C2=COCCO2)c(=O)[nH]c1=O	3	0.1	2	1	-2	-2	2	-1.8	-1
Cc1nnc(NC(=O)NCN2C(=O)C3C4C=CC(C4)C3C2=O)s1 (stereo not given)	1	-0.1	-1	-8	-11	5	0	0.0	8
CCOC(=O)c1cn2nc(N3CCCCC3)ccc2n1	8	0.1	-2	10	-1	-21	3	1.0	5
Clc1ccc(-c2nnc3c4ccccc4nc(N4CCOCC4)n23)cc1Cl	5	-0.1	0	-4	-7	-2	4	-0.5	3
CC(=O)Nc1ccc(NC(=O)C(C)OC(=O)CNS(=O)(=O)/C=C/c2ccc(C)cc2)cc1 (stereo not given)	-8	0.1	-1	-11	-3	-2	0	0.4	-4
CCCn1nnc(NC(=O)COc2ccc(Cl)cc2)n1	4	0.0	2	3	-5	-5	0	-1.9	6
CCc1nnc(NC(=O)c2ccc(S(=O)(=O)N3CCCC3)cc2)s1	1	0.1	-2	5	0	12	1	-0.2	4
CC(CCc1ccccc1)NC(=O)COC(=O)CC1CC2CCC1C2 (stereo not given)	7	0.1	3	5	2	-3	0	-0.6	8
COc1ccc(-c2nnnn2C(C)C)cc1	9	0.0	-1	8	1	-6	2	-0.2	10
Cn1cc(C(=O)NCc2cccnc2)c(=O)c2cc(S(=O)(=O)N3CCCCCC3)ccc21	2	0.0	-4	3	2	5	1	-1.0	4
COC(=O)/C(=C\c1ccc([N+](=O)[O-])o1)NC(=O)c1ccccc1	4	0.0	-1	8	-2	3	0	-2.6	2
CCOC(=O)c1c(NC(=O)Cn2nc([N+](=O)[O-])c(Br)c2C)sc2c1CCC(C)C2 (stereo not given)	6	0.0	2	5	-2	-7	0	-2.4	5
CC1(OC(=O)C2CCCC2)C(=O)C=C2C=C(C3CC3)OC=C2C1=O (stereo not given)	50*	-0.1	3	42*	5	13	2	-12	44*
CCOc1ccc(/C=C/C(=O)Nc2ccc3[nH]c(=O)[nH]c3c2)cc1	2	-0.1	1	-4	-3	16	0	-2.9	0
CCCN1C(=O)c2ccccc2NC1c1ccc(C)cc1 (stereo not given)	0	0.0	-4	-3	-4	3	0	-0.4	-4
O=C(CCN1C(=O)c2cccc3cccc(c23)C1=O)NCc1cccnc1	4	0.0	2	7	2	16	1	-1.6	-6
Cn1c(SCC(=O)NCC2CCCO2)nnc1-c1cccc(NC(=O)c2ccccc2F)c1 (stereo not given)	-15	-0.1	-3	0	-1	18	0	-2.6	4
COc1cc(CNC2CCCCCCC2)cc(Cl)c1OC	-17	0.0	-7	-26	-7	19	0	-1.0	-6
COCCn1c(=O)[nH]c2cc(C(=O)N3CCN(c4cccc(C(F)(F)F)c4)CC3)ccc2c1=O	1	0.0	0	0	-10	1	0	0.1	2
O=C(COC(=O)/C=C/c1cccc(C(F)(F)F)c1)NC1CCS(=O)(=O)C1 (stereo not given)	1	-0.1	/	7	-2	9	0	/	0
CCOC(=O)N1CCC(N(CCN(C)C)C(=S)Nc2ccc(OCC)cc2)CC1	5	0.1	1	8	1	19	2	-1.1	-1
C=C(C)COc1cc2oc(=O)c(CC(=O)N3C[C@H]4C[C@@H](C3)c3cccc(=O)n3C4)c(C)c2cc1Cl	3	0.2	0	-1	0	-7	1	0.7	-1
OCCN1CCN(c2nc(N3CCCCC3)nc(N3CCCCC3)n2)CC1	5	0.0	-3	10	-1	3	0	-0.9	7
COC(=O)c1sccc1NC(=O)Nc1cccc(C(C)=O)c1	4	0.1	-2	-2	-2	2	4	1.0	1
Brc1ccccc1OCCN1CCCC1	5	-0.2	-2	3	-2	7	0	-0.9	4
COc1cc(CN2CCNC(=O)C2CC(=O)N(C)CCCN2CCOCC2)cc(OC)c1 (stereo not given)	11	0.0	-4	8	-2	-3	0	-1.6	9
CCOc1ccc(NC(=O)CC)cc1	-3	0.1	1	15	-5	6	3	0.5	-2
COc1ccc(C(=O)NCCn2ccc3ccccc32)cc1OC	0	0.2	2	5	-1	-2	6	-0.7	2
COc1ccc2c(c1)sc(=N)n2CC(=O)Nc1cc(C)cc(C)c1	6	-0.2	1	8	-6	7	0	0.3	5
COc1ccccc1CNC(=O)COC(=O)c1cccs1	/	0.2	/	/	/	27	4	/	4
O=C1C(c2ccc(F)cc2)N(CC2COc3ccccc3O2)C(=O)CN1C1CCCCC1 (stereo not given)	-2	-0.1	2	1	5	6	0	-0.1	0
CC(=O)Nc1cccc(OCC(=O)/C=C2\N(C)c3ccccc3C2(C)C)c1	-24	0.0	-18	-30	-14	-252	5	1.9	-7
Cc1cc(=O)nc2c3ccccc3n(C(C)C(=O)NCCC(C)C)n12 (stereo not given)	3	0.1	-2	5	-1	-4	2	-0.1	-2
Fc1ccc(NC(=S)N2CCCc3ccccc32)cc1	2	0.2	-2	7	-1	-11	3	1.8	0
COCCn1c(SC(C)C(=O)Nc2ccc3c(c2)OCCO3)nc2ccccc2c1=O (stereo not given)	-1	0.2	-1	-5	5	-5	1	2.1	4
CCn1c2ccccc2c2cc(NC(=O)N3CCOCC3)ccc21	7	0.3	3	14	-5	-9	1	-2.1	5
Cc1ccc2c(c1)N(Cc1ccncc1)C(=O)C(C)O2 (stereo not given)	8	0.1	3	7	0	1	0	-1.2	2
CC(C)c1nc2c(s1)CCc1onc(-c3cccc([N+](=O)[O-])c3)c1-2	3	/	5	4	-5	/	/	-1.5	9
O=C(Nc1cccc(C(F)(F)F)c1)Nn1cnnc1	/	0.1	/	/	/	-6	0	1.9	/
CCOC(=O)N1CCC(N2Cc3cccc(C(=O)NCc4ccccn4)c3C2=O)CC1	-3	0.1	-3	-5	-3	3	2	3.2	-1
CCN(CC(=O)NCc1ccc(F)cc1)C(=O)C1CCN(C(=O)Nc2ccccc2)CC1	-4	0.3	-3	-4	-7	3	0	1.0	-3
COc1ccc(Nc2nc(N)c([N+](=O)[O-])c(N3CCN(C)CC3)n2)cc1	3	-0.2	1	2	2	0	0	3.9	3
O=C(OCC(=O)c1c[nH]c2ccccc12)c1cc(Br)ccc1O	-1	0.0	-5	-12	2	4	0	1.6	2

Marked active in MCL1 BIM primary, of those listed so far:
Molecule | BCLXL inh | Efflux pump inh | MCL1 BIM primary | PME-1 primary | VLA-4 inh | GRK2 inh | MEX-5 binding | GLD-1 TGE inh
CC1(OC(=O)C2CCCC2)C(=O)C=C2C=C(C3CC3)OC=C2C1=O (stereo not given) | 50* | -0.1 | 42* | 5 | 13 | 2 | -12 | 44*

(cont.)
SMILES	BCLXL inh	Efflux pump inh	Fam108B counter	MCL1 BIM primary	PME-1 primary	VLA-4 inh	GRK2 inh	MEX-5 binding	GLD-1 TGE inh
CSc1ncc(C(=O)Nc2ccc(Br)cn2)c(C)n1	/	0.0	/	/	/	-5	1	-19	/
Cc1ccc(C(=O)/C=C\C(=O)c2ccc(C)cc2)cc1	-4	-0.1	-10	3	2	68*	6	-0.3	2
COc1ccc(C(=O)N/N=C/c2ccc(OC(=O)c3cccs3)cc2)cc1	10	-2.7	-4	0	-3	-1	0	0.5	7
COc1cc(C#Cc2c(-c3cncn3C)n(C)c3ccc(-c4cnc(OC)nc4)cc23)cc(OC)c1	1	0.4	/	-1	4	15	1	/	1
CC1CCCC/C1=N\NS(=O)(=O)c1ccc(Br)cc1 (stereo not given)	9	0.0	-5	-1	1	6	3	-0.6	1
CC(CCc1ccccc1)NC(=O)c1cc2sccc2n1C (stereo not given)	-3	0.0	-1	3	0	15	0	-1.5	-2
CCn1nc(-c2ccccc2)c2nc3ccccc3nc21	88*	-0.1	0	101*	7	-76	5	?	15
OCC[C@@H]1C[C@@H](O)[C@H](O)[C@@]2(OCCc3ccccc32)O1	2	-0.1	3	2	-4	13	2	1.0	3
O=S(=O)(c1ccc(NC(=S)N/N=C/c2ccc(Oc3ccccc3)cc2)cc1)N1CCOCC1	0	0.0	0	5	0	-1	0	-1.7	1
COc1cccc(/C=C/C2=CC(C)(C)NC(=S)N2)c1	-8	-0.1	0	-9	-1	16	6	2.7	-2
COc1ccc(-n2nnnc2-c2cccnc2)cc1	-3	0.0	0	8	0	9	0	0.5	4
COc1ccccc1NS(=O)(=O)c1cccc(C(=O)NCC(C)(C)N2CCOCC2)c1	5	-0.1	3	1	11	5	7	0.7	4
CCOCCCNC(=O)c1ccc(Cn2c(=O)[nH]c3ccsc3c2=O)cc1	1	0.0	-4	0	0	10	0	-1.0	-1
Cc1ccccc1NC(=O)OCCN1CCN(Cc2ccccc2)CCC1=O	1	0.0	5	-3	-1	19	1	2.9	0
COCCNC(=O)CN(C(=O)CCC(=O)Nc1ccccn1)c1ccccc1F	1	0.1	0	0	1	3	0	0.3	7
O=C(Nc1nc(-c2ccc(S(=O)(=O)N3CCCC3)cc2)cs1)c1cccs1	7	-0.1	-53	-8	-40	6	0	/	-14
CCN(C(=O)COC(=O)c1ccccc1Cc1ccccc1)C1CCS(=O)(=O)C1 (stereo not given)	3	0.0	0	-1	-3	2	1	1.7	-6
